TRPC4 block: inhibitors of mouse TRPC4 channel; Q9QUQ5; HEK293 TRPC4beta/mu-opioid, DAMGO-evoked Fluo4 calcium flux; active compounds read low; B-score at 10 µM; 0.39% of 300,000 active; AID 2247;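 active = B-score over 3 SD under the library average, no early fluorescence shift, positive overall ratio signal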
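Test system – stable TRPC4beta/mu-opioid receptor HEK293 cells · Probe or stimulus – DAMGO, a submaximal dose followed by a maximal one · Dosing – one concentration per compound · Signal – Fluo4 calcium fluorescence by kinetic imaging, 5 s 1 Hz baseline · Evaluation – per-well B score of integrated baseline-normalized Fluo4 ratio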
TMEM16A inh: blocks the mouse calcium-activated chloride channel TMEM16A; Q8BHY3; HEK293 TMEM16A/YFP iodide influx fluorescence, ionomycin; normalized B-score (activity score, 25-100; higher = stronger inhibition) at 10 µM; 1.2% of 310,000 active; AID 588511;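 active = ratio plate-corrected score three or more library SD toward inhibition, starting fluorescence score within five deviations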;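 also: score derived from kinetic fluorescence span divided by baseline fluorescence per well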
MrgX1 antag: antagonists of human MrgX1 receptor; MRGX1-HEK293 calcium flux, Fluo-4, BAM8-22 antagonism; active compounds read low; B-score at 10 µM; 1.3% of 310,000 active;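 active = calcium-response B-score plate-corrected more than 3 library SD below zero, starting fluorescence within 5 deviations, no agonist response on first addition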;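 also: peak minus trough fluorescence over baseline after final BAM8-22 challenge near maximal dose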
TMEM16A act: activates or potentiates the mouse TMEM16A chloride channel. Q8BHY3. HEK293 TMEM16A/YFP-H148Q/I152L, iodide quench fluorescence; active compounds read low. B-score at 10 µM. 0.3% of 340,000 active;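 active = fluorescence-ratio B-score plate-corrected deviation score at least 3 library SD below zero, with starting fluorescence score within 5 deviations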;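 also: channel opened by trigger with iodide after compound preincubation; score built on the fluorescence ratio of max minus min over baseline; more negative score means more quench and so TMEM16A activation or potentiation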
TRPC4 agonist: opens the mouse TRPC4 cation channel; B-score at 10 µM; 0.49% of 310,000 active; Q9QUQ5; HEK293 TRPC4beta/mu-opioid, Fluo4 calcium fluorescence; active compounds read high; AID 2237;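 active = B-score above 5 SD of library B-scores, and initial fluorescence ratio not above library mean plus 5 SD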;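 also: positive B-score marks a calcium rise read as TRPC4 activation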
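Assay system: HEK293 stable line with TRPC4beta plus mu-opioid receptor; schedule: 45 min room-temperature Fluo4 loading, 110 s read; technique: kinetic Fluo4 calcium fluorescence; evaluation: integrated baseline-normalised fluorescence ratio, converted to per-well B score; controls: buffer (low) and maximal DAMGO (high)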
MrgX1 ag: human MrgX1 receptor agonism, primary screen; Q96LB2; MrgX1-HEK293 cells, Fluo-4 calcium fluorescence, agonist mode; active compounds read high; B-score at 10 µM; 0.44% of 310,000 active;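 active = calcium response B-score plate-corrected fluorescence ratio at least 3 library SD, with starting fluorescence B-score inside 5 SD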
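Assay system: stable human MrgX1 HEK293 cell line. Quantity: 15,000 cells per well. Schedule: cells plated overnight, dye loaded 0.5 h 37 °C, 0.5 h room temperature. Detection: Fluo-4 NW calcium-flux fluorescence, kinetic read. Read-out basis: peak-minus-minimum fluorescence over baseline, converted to B scores. Control set: positive and negative control wells on each plate.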
MrgX1 allo act: human MrgX1 positive allosteric modulation, primary screen. Q96LB2. MrgX1-HEK293, Fluo-4 calcium flux, FDSS; active compounds read high. B-score at 10 µM. 0.63% of 310,000 active;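 active = plate-corrected calcium response at least 3 library SD above typical, normal starting fluorescence, not activating the receptor alone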;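 also: compound read alongside a low EC10 to EC30 dose of BAM8-22 agonist; peak minus trough fluorescence over baseline measured at the second addition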
TRPC4 PAM: allosteric potentiators of mouse TRPC4 channel | Q9QUQ5 | HEK293 TRPC4beta/mu-opioid, DAMGO EC20, Fluo-4 Ca2+ flux; active compounds read high | B-score at 10 µM | 0.42% of 310,000 active | AID 2227;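 active = B-score of calcium response area above 5 SD of library B-scores, with initial fluorescence ratio within 5 SD of library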;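 also: B-score of integrated fluorescence ratio over time as area under calcium response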
SKKanGAS inh: inhibitors of SKKanGAS S. pyogenes growth in kanamycin (SK-promoter or general growth effect) | inhibition, % at 7.5 µM | BacTiter-Glo, 6 h | AID 1662 | 1.3% of 300,000 active;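 active = mean replicate score, as percent of positive control median, at least 50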;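 also: strain carries kanamycin resistance gene driven by streptokinase promoter and grows in 40 µg/ml kanamycin; loss of luminescence reflects streptokinase promoter inhibition or plain growth inhibition; 0% = median of DMSO wells and 100% = positive control at its reference dose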
TRPC6 act: mouse TRPC6 channel activation; B-score at 10 µM; AID 2550; 0.13% of 310,000 active; HEK293-TRPC6 membrane potential dye fluorescence; active compounds read high;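 active = B-score of the integrated fluorescence ratio above library mean plus 3 SD, and starting fluorescence ratio within library mean plus 5 SD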;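 also: higher score means more depolarization so channel activation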
Target sequence (Q61143 whole entry, looked up): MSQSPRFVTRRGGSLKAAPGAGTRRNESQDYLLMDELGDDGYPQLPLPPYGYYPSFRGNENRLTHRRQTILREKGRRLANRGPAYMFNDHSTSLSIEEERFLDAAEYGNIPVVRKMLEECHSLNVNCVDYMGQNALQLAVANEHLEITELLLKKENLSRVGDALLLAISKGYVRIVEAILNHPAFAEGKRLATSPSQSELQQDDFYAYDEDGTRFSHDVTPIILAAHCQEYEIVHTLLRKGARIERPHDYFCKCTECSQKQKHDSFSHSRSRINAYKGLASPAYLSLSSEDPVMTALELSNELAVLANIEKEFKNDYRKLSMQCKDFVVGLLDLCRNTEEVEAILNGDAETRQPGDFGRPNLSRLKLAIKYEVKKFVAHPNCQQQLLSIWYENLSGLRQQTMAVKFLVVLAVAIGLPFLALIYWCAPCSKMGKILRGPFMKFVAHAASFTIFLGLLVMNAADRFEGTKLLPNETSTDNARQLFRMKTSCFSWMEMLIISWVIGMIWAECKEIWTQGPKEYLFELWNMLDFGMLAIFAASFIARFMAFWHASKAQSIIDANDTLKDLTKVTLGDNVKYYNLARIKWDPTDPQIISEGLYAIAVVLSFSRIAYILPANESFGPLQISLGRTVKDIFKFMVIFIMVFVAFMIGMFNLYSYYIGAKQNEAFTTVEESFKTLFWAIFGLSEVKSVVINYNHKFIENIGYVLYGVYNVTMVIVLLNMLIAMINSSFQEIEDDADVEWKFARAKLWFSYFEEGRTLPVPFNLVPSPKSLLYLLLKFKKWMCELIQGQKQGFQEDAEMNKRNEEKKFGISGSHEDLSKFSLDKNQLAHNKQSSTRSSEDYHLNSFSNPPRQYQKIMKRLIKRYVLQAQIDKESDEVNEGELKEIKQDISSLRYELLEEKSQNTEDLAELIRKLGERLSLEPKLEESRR
TRPC6 inhibitor: blocks the mouse TRPC6 cation channel; HEK293-TRPC6, membrane potential dye, ACh-evoked depolarization; active compounds read low; B-score at 10 µM; 1.1% of 310,000 active; Q61143; AID 2553;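 active = B-score under library mean minus 3 SD, initial fluorescence not abnormally high, positive integrated signal ratio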;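 also: B-score derived from integrated fluorescence ratio over the kinetic read; more negative B-score means stronger inhibition of depolarization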
An asterisk follows results filed as active; i = inactive; / = no result given.

Compound,TRPC4 block,TRPC4 PAM,MrgX1 antag,TRPC6 act,TRPC4 agonist,TMEM16A inh,SKKanGAS inh,MrgX1 ag,TRPC6 inhibitor,MrgX1 allo act,TMEM16A act
COc1cccc(NC(=O)N(C2CCCCC2)C(C)c2cccs2)c1 (stereo unspecified),i,i,i,i,i,i,/,i,i,i,i
Cc1cccc(N(CC(=O)NC(C)(C)C)C(=O)CCC(=O)Nc2ccccn2)c1,i,i,i,i,i,i,6,i,i,i,i
Cc1ccc2c(c1)C(c1ccccc1)N(C(=O)c1ccccc1[N+](=O)[O-])CC(=O)N2 (stereo unspecified),i,i,i,i,i,i,-2,i,i,i,i
CCCCSCCCNC(=S)Nc1ccccc1C,i,i,i,i,i,i,3,i,i,i,i
CC1CN(c2ncnc3c2oc2ccccc23)CC(C)O1 (stereo unspecified),/,i,i,i,i,i,-3,i,i,i,i
Nc1ccc2oc(C3CCCCC3)nc2c1,i,i,i,i,i,i,0,i,i,i,i
COc1ccc(N=C2SC(C(=O)Nc3ccc(C(=O)O)cc3)CC(=O)N2Cc2cccs2)cc1 (stereo unspecified),i,i,i,i,i,i,17,i,i,i,i
CCN(CC)CCNc1ccc(Cl)cc1[N+](=O)[O-],i,20*,i,i,i,i,-4,i,i,i,i
CCOc1ccccc1NC(=O)CN1CCc2ccccc2C1,i,i,i,i,i,i,7,i,i,i,i
C=CCn1c(SCC(=O)Nc2ncc(Cc3ccc(Br)cc3)s2)nnc1-c1ccncc1,i,i,i,i,i,i,-4,i,i,i,i
Cc1ccc(-c2csc(NC(=O)C3=NN(c4ccccc4)C(=O)CC3)n2)cc1,i,i,-4.8*,i,i,i,10,i,i,i,i
Cc1nc(SCC(=O)Nc2ccccc2Cl)oc1C,i,i,i,i,i,i,-6,i,i,i,i
Cc1ccc(CN2CCN(CC(=O)N/N=C/c3ccc(C)o3)CC2)cc1,i,i,i,i,i,i,10,i,i,i,i
COc1ccc(C=O)cc1COc1ccc(F)cc1F,i,i,i,i,i,i,0,i,i,i,i
Cc1ccc(CN(Cc2ccccc2)C(=S)NCC(=O)NCc2cccnc2)o1,i,i,i,i,i,i,-4,i,i,i,i
CCOC(=O)c1cnc(-c2ccccc2)nc1N1CCOCC1,i,i,i,i,i,i,-5,i,i,i,i
Nc1nonc1-n1nnc(C(=O)N/N=C/c2ccccc2Cl)c1COc1ccc(F)cc1,i,i,i,i,i,i,24,i,i,i,i
CCCC(=O)Nc1ccc(C(=O)Nc2ccc([N+](=O)[O-])cc2OC)cc1,i,i,i,i,i,i,-2,i,i,i,i
O=C1C2C(C(=O)N1/N=C/c1cccc([N+](=O)[O-])c1)C1C=CC2C12CC2 (stereo unspecified),i,i,i,i,i,i,-4,i,i,i,i
CCCC(=O)Nc1cc(C(=O)N(C)CC(OC)OC)ccc1S(=O)(=O)c1ccc(C)cc1,i,i,i,i,i,i,0,i,i,i,i
CCCCN(C(=O)CCn1c(=O)oc2ccccc21)c1ccccc1,i,i,i,i,i,i,-1,i,i,i,i
CCC1CCCCN1CCCNC(=O)C(C)n1nc(C)c2sc3ccccc3c2c1=O (stereo unspecified),i,i,i,i,i,i,-4,i,i,i,i
O=C(CCN1C(=O)c2ccccc2S1(=O)=O)Nc1ccc(Cl)cc1,i,i,i,i,i,i,0,i,i,i,i
Nc1nc(NCC2CCCO2)nc(Nc2cccc(F)c2)c1[N+](=O)[O-] (stereo unspecified),i,i,i,i,i,i,4,i,i,i,i
O=C1C2CC=C(Cl)CC2C(=O)N1CN(Cc1ccco1)CN1C(=O)C2CC=C(Cl)CC2C1=O (stereo unspecified),i,i,i,i,i,i,-5,i,i,i,i
O=S(=O)(NC1CCCCCCC1)c1ccc(F)cc1,i,i,i,i,i,i,7,i,i,i,i
CCOc1ccc(NC(=O)CSc2nnc(Cc3cccn3C)n2-c2ccc(F)cc2)cc1,i,i,i,i,i,i,-11,i,i,i,i
Cc1nc2c(nnn2Cc2c(Cl)cccc2Cl)c(=O)[nH]1,i,i,i,i,i,i,2,i,i,i,i
CNc1nc(NN)nc(Nc2ccccc2)n1,i,i,i,i,i,i,27,i,i,i,i
O=C(O)CC12CSc3[nH]c(=O)sc3C1c1ccccc1OC2=O (stereo unspecified),i,i,i,i,i,i,-1,i,i,i,/
CCOc1ccccc1Oc1coc2cc(OCC(=O)O)ccc2c1=O,i,i,i,i,i,i,7,i,i,i,i
O=C(N/N=C\c1ccccn1)C1COc2cc3ccccc3cc2O1 (stereo unspecified),i,i,i,i,53*,i,-2,i,i,i,i
O=C(NCc1ccc(F)cc1)C1Cc2ccccc2CN1C(=O)c1ccco1 (stereo unspecified),i,i,i,i,i,i,-6,i,i,i,i
CCCCn1c(O)c(C(CC)=Nc2ccc3c(c2)CCC3)c(=O)[nH]c1=O,i,i,i,i,i,i,53*,i,i,i,i
Cc1cc(C)nc(NS(=O)(=O)c2ccc(N=NN(C)C)cc2)n1,i,i,i,i,i,i,3,i,i,i,i
O=C(Nc1ccccc1C(=O)N1CCOCC1)c1ccc(Cl)cc1,i,i,i,i,i,i,5,i,i,i,i
CCCCC(=O)O[C@H]1CC[C@H]2[C@@H]3CCc4cc(O)ccc4[C@H]3CC[C@]12C,i,i,i,i,i,i,89*,i,i,i,i
NS(=O)(=O)c1ccc(-n2nncc2-c2ccco2)cc1,i,i,i,i,i,i,-2,i,i,i,i
CC(C)C[C@H](NC(=O)CCn1nnc2ccccc2c1=O)C(=O)O,i,i,i,i,i,i,-4,i,i,i,i
COC(=O)c1cc(S(=O)(=O)N2CCC(c3ccccc3)C2)c[nH]1 (stereo unspecified),i,i,i,i,i,i,8,i,i,i,i
O=C(COC(=O)c1cnccn1)NCCc1ccccc1,i,i,i,i,i,i,-4,i,i,i,i
Cc1ccccc1OCCn1c(=O)sc2ccccc21,i,i,i,i,i,i,/,i,i,i,i
C=C(C)c1cccc(C(C)(C)NC(=O)NC2CCCC2)c1,i,i,i,i,i,i,-2,i,i,i,i
COc1ccc(S(=O)(=O)N2CCCN(Cc3cccc(F)c3)CC2)cc1,i,i,i,i,i,i,-4,i,i,i,i
CN(C(=O)COC(=O)/C=C/c1ccccc1[N+](=O)[O-])c1ccccc1,i,i,i,i,i,i,-5,i,i,i,i
COc1cc([N+](=O)[O-])ccc1NC(=O)Cc1ccc(F)cc1,i,i,i,i,i,i,-2,i,i,i,i
CCc1ccc(C(=O)COC(=O)c2ccccc2OC)cc1,i,i,i,i,i,i,1,i,i,i,i
Nc1nc(SCC(=O)NN(c2ccccc2)c2ccccc2)n[nH]1,i,i,i,i,i,i,-9,i,i,i,i
O=C(Nc1nnc(SCc2ccc(Cl)cc2)s1)c1ccco1,i,i,i,i,i,i,10,i,i,i,i
Nc1nonc1C(=O)N/N=C/c1cc(Br)ccc1O,i,i,i,i,i,i,-6,i,i,i,i

Later entries
Compound,TRPC4 block,TRPC4 PAM,MrgX1 antag,TRPC6 act,TRPC4 agonist,TMEM16A inh,SKKanGAS inh,MrgX1 ag,TRPC6 inhibitor,MrgX1 allo act,TMEM16A act
COc1nc(C)nc(C)c1Oc1ccc(Cl)cc1Cl,i,i,i,i,i,i,29,i,i,i,i
CCOC(=O)c1ccc(NC(=O)c2ccc(CO)c(C(=O)NC3CCN(C(=O)OCC)CC3)c2)cc1,i,i,i,i,i,i,7,i,i,i,i
CN(C)c1ccc(-c2nnc(-c3ccccc3F)o2)cc1,i,i,i,i,i,i,0,i,i,i,i
CCc1ccc(OC(=O)c2ccn(CC)n2)cc1,i,i,i,i,i,i,1,i,i,i,i
COc1ccccc1NC(=O)Cn1c(O)c(N=NC(=O)c2ccccc2O)c2ccccc21,i,i,i,i,i,i,16,i,i,i,i
COCCSc1nnc(NC(=O)CCS(=O)(=O)Cc2ccccc2)s1,i,i,i,i,i,i,-1,i,i,i,i
CCN(CC(=O)Nc1ccc(Br)cc1)C(=O)Cc1cccc(F)c1,i,i,i,i,i,i,-5,i,i,i,i
COc1ccc(-n2c(SCC(=O)Nc3ccc(NC(C)=O)cc3)nc3c([nH]c4ccccc43)c2=O)cc1OC,i,i,i,i,i,i,19,i,i,i,i
COC(=O)Cn1cnc2c(nnn2-c2cccc(OC)c2)c1=O,i,i,i,i,i,i,1,i,i,i,/
CCN(CC)S(=O)(=O)c1ccc2c(c1)N(CC(=O)Nc1ccc(NC(C)=O)cc1)C(=O)CO2,i,i,i,i,i,i,-13,i,i,i,i
Cc1nn(C)c(C)c1/C=C/C(=O)c1ccccc1,i,i,i,i,i,i,-4,i,i,i,i
COc1cc(NC(=O)Cc2ccccc2)cc(OC)c1,i,i,i,i,i,i,-1,i,i,i,i
Cc1ccccc1OCC(=O)Nc1ccccc1N1CCC(C)CC1,i,i,i,i,i,i,82*,i,i,i,i
Cc1ccc(Sc2cnn(-c3ccccc3)c(=O)c2Cl)cc1,i,i,i,i,i,i,9,i,i,i,i
O=C(Nc1ccc(N=Nc2ccccc2)cc1)c1ccc(Cl)cc1Cl,i,i,i,i,i,i,-3,i,i,i,i
CCCc1cc(=O)oc2cc(C)cc(OCc3nn[nH]n3)c12,i,i,i,i,i,i,0,i,i,i,i
Cc1cccc(N(CC(=O)NC(C)(C)C)C(=O)CS(=O)CC(=O)Nc2ccc3c(c2)OCO3)c1 (stereo unspecified),i,i,i,i,i,i,5,i,i,i,i

Screening results: PubChem BioAssay, several laboratories
